Wee1 degr inh = inhibitors of human Wee1 degradation. HeLa Luc-Wee1K328M stability, luciferase luminescence; 100% = proteasome inhibitor MG132 effect. actives 1.2% (n = 220,000). P30291. reporter increase, % at 5 µM;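 active means activation above the mean of all tested compounds plus 3 SD, set per screening run, cut at about 8.8% in these data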;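 further: cells exposed to compound for 20 h before luminescence read; 0% = DMSO alone and 100% = MG132 at 30 µM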
TNF necrop inh = inhibitors of TNF-alpha induced necroptosis in Jurkat FADD-/- cells. Jurkat FADD-/- TNF necroptosis rescue, ATP luminescence, 24 h; 0 = TNF only, 100 = no-TNF cells. activation (protection from cell death), % at 10 µM. actives 0.068% (n = 220,000);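 active means activation, meaning protection from cell death, of at least 50% relative to plate controls; inactive means activation below 50%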;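 further: necroptosis triggered by 40 ng/mL TNF-alpha added together with compound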
zfTRPN1 agonist = zebrafish TRPN1 (NompC) channel agonism; activation, % at 3 µM; actives 0.18% (n = 220,000); HEK293 zebrafish TRPN1-YFP, Fluo-8 calcium fluorescence; 100% = response to 87 µM carbachol;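 active means activation above its plate's cutoff, the mean activation of test wells on that plate plus 3 SD, cut at about 19% in these data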;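 further: 0% = DMSO alone and 100% = 87 µM carbachol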
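Assay system: Zebrafish TRPN1-YFP in HEK293 cells | Incubation: Dye loading 1 h at 37 °C, then 30 min room temperature | Measured by: Kinetic Fluo-8 fluorescence, ex 470-495, em 515-575 nm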
TRPML3 ag = agonists of human TRPML3 channel. actives 0.29% (n = 220,000). HEK293 TRPML3-YFP, Fluo-8 calcium fluorescence; 100% = the carbachol control signal. AID 1448. activation, % at 3 µM. Q8TDD5;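 active means activation above its plate's cutoff, the mean activation of the plate's test wells plus 3 SD, cut at about 12% in these data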;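 further: 0% = DMSO only wells and 100% = carbachol wells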
Target sequence (Q8TDD5 whole entry, looked up): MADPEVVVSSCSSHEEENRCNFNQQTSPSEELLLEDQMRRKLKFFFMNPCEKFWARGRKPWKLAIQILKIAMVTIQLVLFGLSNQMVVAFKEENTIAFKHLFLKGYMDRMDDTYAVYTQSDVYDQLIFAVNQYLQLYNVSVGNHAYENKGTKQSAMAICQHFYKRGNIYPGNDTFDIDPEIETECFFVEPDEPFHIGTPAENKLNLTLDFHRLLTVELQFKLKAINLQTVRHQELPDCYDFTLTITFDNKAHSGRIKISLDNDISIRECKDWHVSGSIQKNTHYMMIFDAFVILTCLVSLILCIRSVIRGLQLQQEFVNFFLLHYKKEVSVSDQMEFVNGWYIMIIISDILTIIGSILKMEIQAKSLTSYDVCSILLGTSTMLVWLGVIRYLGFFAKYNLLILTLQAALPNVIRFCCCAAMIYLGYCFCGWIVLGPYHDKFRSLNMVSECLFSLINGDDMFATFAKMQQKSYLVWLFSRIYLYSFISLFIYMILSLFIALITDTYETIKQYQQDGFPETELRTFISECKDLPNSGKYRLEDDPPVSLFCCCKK
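Material: TRPML3-YFP stable HEK293 cells | Dosing: One concentration, 3 µM nominal, 0.3% DMSO | Timing: 125 s total fluorescence read per well | Technique: Fluo-8 calcium dye fluorescence, ex 470-495, em 515-575 nm | Measure: Percent activation from peak-to-basal fluorescence ratio, scaled between DMSO and carbachol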
CHOP inhibitor = CHOP inhibition in unfolded protein response. inhibition, % at 10 µM. CHO-K1 CHOP-promoter luciferase, tunicamycin-induced, 15-18 h. actives 3.8% (n = 220,000). AID 2732;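 active means compounds that reduced the stress-induced luciferase reporter signal by more than about 70% of percent inhibition, limit read from the data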;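 further: 0% = tunicamycin plus vehicle and 100% = wells without tunicamycin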
BaF3 tox = parental Ba/F3 viability inhibition as JAK2V617F counter-screen. inhibition, % at 5.6 µM. actives 1.1% (n = 220,000). CellTiter-Glo ATP luminescence. AID 1486;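 active means inhibition above a per-campaign cutoff, the mean inhibition of all tested compounds plus 3 SD, cut at about 27% in these data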;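 further: 0% = DMSO wells and 100% = JAK Inhibitor I control wells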
Ba/F3 V617F tox = lowers viability of Ba/F3 cells expressing EpoR and JAK2V617F | ATP luminescence | AID 1446 | actives 1.1% (n = 220,000) | inhibition, % at 5.6 µM;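 active means inhibition above the campaign mean plus 3 SD over all tested compounds, cut at about 24% in these data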;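 further: cytokine-independent growth of Ba/F3 cells driven by EpoR plus mutant JAK2; 0% = DMSO-treated cells and 100% = JAK inhibitor I control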
RBBP9 inhibitor = inhibitors of human serine hydrolase RBBP9. inhibition, % at 7.94 µM. AID 1515. actives 0.2% (n = 220,000). recombinant RBBP9, FP-Rh probe fluorescence polarization;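 active means inhibition above the campaign mean of all tested compounds plus 3 SD, cut at about 14% in these data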;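 further: plate controls were DMSO wells with RBBP9 for no effect and wells lacking RBBP9 protein for full effect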
Target sequence (O75884 whole entry, looked up): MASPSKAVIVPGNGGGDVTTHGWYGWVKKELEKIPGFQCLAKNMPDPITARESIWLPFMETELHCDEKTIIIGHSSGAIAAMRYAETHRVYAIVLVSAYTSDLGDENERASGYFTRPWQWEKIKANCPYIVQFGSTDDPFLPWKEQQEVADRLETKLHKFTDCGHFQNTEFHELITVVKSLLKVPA
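System: RBBP9 protein / Quantity: 2.5 µM RBBP9 dispensing solution, before mixing / Also added: Serine-hydrolase probe FP-Rh, 375 nM pre-mixing / Dosing: 7.94 µM single dose, 0.794% DMSO / Timing: enzyme-compound preincubation 30 min, then probe labeling 45 min, 25 °C / Signal: FP readout at 525/598 nm / Controls: DMSO-treated enzyme wells and wells lacking RBBP9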
PPC-1+TRAIL kill = kills PPC-1 cancer cells in the presence of TRAIL; PPC-1 cells + TRAIL, ATPLite viability luminescence; cell killing (% activity), % at 4 µM; actives 0.41% (n = 220,000);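 active means cell killing above 50% in the first pass at 4 µM, then a duplicate retest at 5 µM averaging 50% or more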;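 further: plate controls were cells with TRAIL plus DMSO for no effect and medium-only wells lacking cells for full effect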
Numbers without * were called inactive; / = not tested or not shown. The order is random. Share with any hit: about 6.8%.

SMILES	Wee1 degr inh	TNF necrop inh	zfTRPN1 agonist	TRPML3 ag	CHOP inhibitor	BaF3 tox	Ba/F3 V617F tox	RBBP9 inhibitor	PPC-1+TRAIL kill
O=C(Nc1ccccc1F)c1ccc(CSc2ccccc2)o1	-1	0.9	0.1	-0.3	17	4	-1	-4	0
O=C(O)COCC(=O)NCc1csc2ccc(Cl)cc12	-2	-1.3	2.9	0.5	2	1	6	-2	6
CCn1c(CNc2ccc(Cl)cc2)nnc1SCc1ccc(Cl)cc1	0	3.7	1.2	1.1	47	4	-3	-1	22
Cc1c2c(n3c(nc4ccccc43)c1C#N)N(CCCN(C)C)CC2	7	1.7	0.2	0.8	-3	11	2	-1	1
Cc1ccc(CN2CCN(Cc3cccn3-c3ccccn3)CC2CCO)o1 (centres undefined)	1	-0.6	-1.7	0.1	2	11	1	6	-6
COc1ccc(S(=O)(=O)N2CCN(c3c(C)cccc3C)CC2)cc1OC	-1	0.2	-1.3	-0.2	49	10	-1	-2	13
C/C(=N/NC(=O)c1cccs1)c1ccc(NC(=O)COc2ccc(Cl)cc2Cl)cc1	-1	-1.7	-1.3	-0.1	59	-4	-1	-4	15
CN(CCOc1ccccc1)CC(=O)Nc1ccc(S(=O)(=O)N2CCCC2)cc1	1	1.1	1.7	0.7	5	-2	-4	-2	10
O=C(CSc1ccc2ccccc2n1)Nc1nsc(-c2ccc(Cl)cc2)n1	-1	-1.0	1.1	1.1	33	5	-1	-3	-3
O=C(N/N=C(\c1ccccc1)c1cccnc1)C(O)(c1ccccc1)c1ccccc1	-3	-2.0	-0.7	-1.2	-13	-1	-1	-1	24
CCOC(=O)c1cnc(-n2nc(C)cc2C)nc1NNc1ncc(-c2ccccc2)cn1	-3	1.6	2.6	0.9	27	1	-3	-3	14
CCc1ccc(OC)c(S(=O)(=O)NCCOc2ccccc2)c1	1	-1.9	-0.3	-0.4	10	4	-4	1	4
Nc1ccc(NC(=O)c2ccc(C(=O)Nc3ccc(N)cc3)cc2)cc1	-2	0.1	0.8	0.6	-21	3	1	-9	15
O=C(c1ccccc1)c1ccccn1	4	-0.8	0.0	0.6	12	7	1	-6	10
CCc1ccc(NSc2ccccc2[N+](=O)[O-])cc1	0	-7.5	-1.0	-1.0	102*	0	0	16*	6
COc1ccc(CC(=O)NNC2=Nc3cccc4cccc2c34)cc1	1	0.5	1.0	-0.3	100*	2	0	-10	6
NC(=O)C1(N2CCCCC2)CCN(C(=O)c2ccccc2)CC1	1	-0.4	1.9	0.3	25	3	2	-4	10
Cc1ccc(C(=O)CSc2cnc3ccccc3n2)cc1C	-3	0.0	-1.3	0.9	49	3	3	-1	9
COc1cc(C(=O)NC(=S)Nc2nccs2)cc(OC)c1OC	-1	-0.7	1.3	0.9	3	1	2	-5	14
COc1cccc(C2C(C#N)=C(N)Oc3c2oc(CO)cc3=O)c1 (centres undefined)	-1	0.1	0.9	1.2	-11	2	4	-3	20
CC(NC(=O)CCc1nnc(CCCc2ccccc2)o1)c1ccccc1 (centres undefined)	0	1.5	-1.8	-0.3	8	8	0	0	/
Cc1ccsc1/C=N/n1c(C2CCCCC2)n[nH]c1=S	0	0.9	-1.5	0.6	84*	5	3	-9	10
O=C(CC1CCCCC1)OCn1nnc2ccccc2c1=O	0	-0.6	-0.8	1.1	82*	7	0	5	14
CCOC(=O)CNC(=O)CSc1ncnc2c1cnn2-c1ccc(Cl)cc1	0	-4.5	2.5	0.2	-16	8	2	-5	-23
CCOc1ccc(/C=N/NC(=O)c2c(C)n(C)c3ccc(OC)cc23)cc1	2	-3.5	1.6	0.5	-8	10	-1	-9	34
Cc1cc(C(=O)COC(=O)c2ccc[nH]c2=O)c(C)n1-c1ccc(F)cc1	0	0.4	0.2	0.5	75*	7	1	-12	45
O=C(OCc1cn(-c2ccc(Cl)c(Cl)c2)nn1)c1ccccc1	-2	-3.0	2.3	1.1	52	1	-1	-3	-10
O=C(N/N=C/c1cccnc1)c1ccc([N+](=O)[O-])cc1	-4	-3.5	1.1	0.3	-7	1	-3	-2	26
S=c1[nH]nc(-c2ccc(Cl)cc2)n1CCCN1CCOCC1	2	0.9	0.2	1.0	16	10	4	0	-9
Cc1cccc(-n2c(SCC(=O)N3CCCC3)nc3n[nH]c(C)c3c2=N)c1	6	-9.8	-2.3	-0.1	57	9	3	-7	13
COc1ccc(C)cc1NC(=O)CN1CCN(S(=O)(=O)c2ccc(C(C)C)cc2)CC1	-3	1.7	-0.3	0.6	29	3	-1	-12	12
Cc1cc(C)c(NC(=O)CCCSc2nnc(N)s2)c(C)c1	-2	-0.4	-1.5	-0.2	-7	9	4	-6	5
Cc1cccc(-c2noc(CNC(=O)Nc3ccc(F)cc3)n2)c1	6	0.1	1.2	-0.2	5	11	7	-4	2
O=C1NC2(CCCC2)C(=O)N1Cc1cc(=O)n2ccsc2n1	0	1.5	0.7	0.2	-5	-4	1	-7	22
C#CCOCCOCCOCCNc1nc(N2CCN(C(=O)[C@H](C)n3cc(CCCN=C(N)N)nn3)CC2)nc(N2CCN(C(=O)[C@H](C)n3cc(CCCN=C(N)N)nn3)CC2)n1	-3	1.5	2.0	0.7	-7	6	2	-13	-1
COC(c1ccccc1)c1nnc(CCC(=O)N(C)Cc2cccc(-n3cccn3)c2)o1 (centres undefined)	1	1.0	0.1	-0.2	-9	5	4	3	7
Cc1c(C(=O)OC/C(O)=C(\C#N)c2nc3ccccc3[nH]2)oc2ccccc12	-3	-0.3	-0.4	-0.2	60	2	0	3	16
COc1ccc(OCC(=O)NC(=S)Nc2ccc(N3CCOCC3)c(Cl)c2)cc1	-2	-2.7	6.0	1.9	8	1	-5	-7	36
O=C(CSc1nnc(-c2cccnc2)n1-c1ccccc1)N1CCN(c2ccc(F)cc2)CC1	0	-1.7	-0.4	0.3	16	9	6	-6	26
O=C(Nc1cccc(-c2nnc(-c3ccccc3)o2)c1)C1CCCO1 (centres undefined)	7	-2.2	1.6	0.2	4	2	-1	9	10
N#Cc1cc(Oc2cccnc2)c(Oc2cccnc2)cc1C#N	-1	-0.5	1.1	-0.4	17	1	-5	7	17
COc1ccc(CN2C(=O)c3ccccc3C2C(=O)NC2CCCCCC2)c(OC)c1 (centres undefined)	2	-0.7	0.1	0.2	16	7	4	-7	-1
CCN(CC)CCCN(Cc1cc2cc(OC)ccc2[nH]c1=O)C(=O)Nc1ccc(F)cc1	4	0.3	0.8	1.5	17	5	5	-3	-8
Cc1noc(C)c1C(=O)Nc1ccc(F)cc1	-1	1.3	1.2	-0.7	16	3	0	3	14
CN1CCCCc2c1nc1ccccc1c2N (tested in a mixture with another compound)	-4	3.1	1.3	0.0	-14	-3	-4	-4	-20
CCOC(=O)Cc1csc(NC(=O)CSc2nnc(-c3ccc(OC)cc3)n2C)n1	2	-3.6	-1.0	0.4	5	1	-4	-9	-2
CC1(C)CC(=O)C2=C(C1)N(c1ccc(F)cc1)C(=O)NC2(C(F)(F)F)C(F)(F)F	-1	-2.1	1.4	0.4	13	9	1	1	19
COc1cc2c(=O)n(Cc3ccccc3)c(=O)n(CC(=O)NCCc3ccccc3)c2cc1OC	1	-0.4	0.5	0.4	69	5	0	-6	6
C/C(=N\N1CCN(c2ccccc2)CC1)c1ccncc1	0	0.0	-0.2	0.4	-4	3	1	-7	6
CCOc1ccccc1-n1cnc(C#N)c1N	3	0.0	2.0	1.2	15	1	-2	-7	27
Cc1cc(C)c(NC(=O)C2CCCN2CCC(C)C)c(C)c1 (centres undefined)	-2	-0.7	-0.4	0.3	45	2	0	-2	-8
CCCN(CCC)S(=O)(=O)c1ccc(NC(=O)C2CCCO2)cc1 (centres undefined)	-2	-0.8	-0.5	0.6	26	2	-4	1	13

Assay outcomes from PubChem BioAssay.
